# CHT block – human CHT choline transport inhibition; CHT-expressing cells, membrane potential dye, choline response; active compounds read low; 310,000 compounds, 0.86% hits; B-score at 10 µM; Q9GZV3; AID 488975;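 active = B-score over 3 SD under the library average, and starting fluorescence ratio not unusually high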;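 also: choline stimulus applied at its EC90 after an EC20 pre-addition; B-score computed on integrated fluorescence ratio after choline addition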
# Target sequence (Q9GZV3 whole entry, looked up): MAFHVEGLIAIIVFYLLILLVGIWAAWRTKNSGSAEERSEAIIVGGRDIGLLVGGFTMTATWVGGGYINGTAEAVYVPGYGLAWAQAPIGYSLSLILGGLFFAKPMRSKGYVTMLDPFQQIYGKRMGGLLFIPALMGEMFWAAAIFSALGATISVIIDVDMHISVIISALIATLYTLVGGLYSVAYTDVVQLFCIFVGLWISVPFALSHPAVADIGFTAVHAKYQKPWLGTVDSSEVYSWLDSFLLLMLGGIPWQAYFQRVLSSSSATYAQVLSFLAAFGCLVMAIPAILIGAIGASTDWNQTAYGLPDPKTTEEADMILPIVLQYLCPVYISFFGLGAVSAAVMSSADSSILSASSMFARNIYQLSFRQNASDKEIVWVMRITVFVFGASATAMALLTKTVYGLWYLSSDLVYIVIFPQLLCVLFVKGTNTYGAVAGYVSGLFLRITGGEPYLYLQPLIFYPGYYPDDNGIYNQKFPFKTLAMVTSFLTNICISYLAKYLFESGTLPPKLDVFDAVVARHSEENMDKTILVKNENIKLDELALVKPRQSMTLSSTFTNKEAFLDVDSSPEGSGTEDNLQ
# CHT PAM – allosteric activators of human choline transporter CHT. B-score at 10 µM. AID 488977. CHT-expressing cells, membrane potential dye, choline EC20; active compounds read high; LV-AA mutant CHT in HEK293 cells. Q9GZV3. 310,000 compounds, 0.49% hits;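 active = initial fluorescence not abnormally high and integrated response B-score, plate-corrected, over 3 SD above library mean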
# Calls only; i = inactive.
SMILES,CHT block,CHT PAM
COC(=O)c1cn(NC(=O)CC2CCCCC2)c(=O)c2ccccc12,i,i
CC1CCc2nc(NC(=O)c3ccco3)sc2C1 (centres undefined),i,i
O=C(N/C(=C/C=C/c1ccccc1)C(=O)N1CCOCC1)c1ccccc1Cl,i,i
O=C(Nc1ccc2c(c1)OCO2)c1ccc(Cl)c(S(=O)(=O)N2CCOCC2)c1,i,i
CC1(C)Cc2ccccc2C(C(=O)c2ccccc2)=N1,i,i
Cc1ccc(S(=O)(=O)N2CCC(C(=O)NCCCn3ccnc3)CC2)cc1,i,i
Cn1ncc([N+](=O)[O-])c1C(=O)Nc1ccccc1Cl,i,i
CCN(CC)S(=O)(=O)c1cc(-c2nn(C)c(=O)c3ccccc23)ccc1C,i,i
COCCCn1c(Cc2ccccc2)nnc1SCC(=O)N1CCCCC1,i,i
CCCc1cc(C(=O)Nc2cccc3ccccc23)n(C)n1,i,i
CCCn1c(=O)c(C(=O)Nc2cc(C)ccn2)c(O)c2ccccc21,i,i
Cc1occc1-c1nnc(SCC(=O)NC(C)(C)C)n1C(C)c1ccccc1 (centres undefined),i,i
COc1ccc(/C=C(/NC(=O)c2ccc(C)cc2)C(=O)N2CCCC2)cc1OC,i,i
Nc1nc(N2CCN(c3ccccc3)CC2)n[nH]1,i,i
CC12CCC(c3c(C(=O)O)nn(-c4ccccc4)c31)C2(C)C (centres undefined),i,i
CCn1cc(C(=S)N2CCC(C(N)=O)CC2)c2ccccc21,i,i
Cc1ccc2c(c1)N(CC(=O)NCC1CCCO1)C(=O)C(C)O2 (centres undefined),i,i
COc1ccc(-c2nc3ccccc3n2OCC(=O)O)cc1,i,i
CC(=O)c1cc(-c2ccccc2)n(CCC(=O)NC2CCC(C)CC2)c1C (centres undefined),i,i
CCC/C=C(\CCC)C(NC(=O)c1ccc(C(=O)OC)cc1)c1ccc(C(=O)OC)cc1 (centres undefined),i,i
CC1(C)CC(=O)C(/C=N/n2c(C(F)(F)F)nc3ccccc3c2=O)=C(O)C1,i,i
OC(CN1C2=NCCN2c2ccccc21)c1ccc2c(c1)OCO2 (centres undefined),i,i
CN(CC(=O)Nc1cccc(F)c1)C(=O)c1ccc2c(c1)OCCO2,i,i
Cc1cc(NC(=O)c2ccc(F)cc2)n(CCOC(=O)c2ccc(F)cc2)n1,i,i
COc1cc(NC(=O)[C@H]2CSCN2C(=O)[C@@H]2CCC(=O)N2)cc(OC)c1OC,i,i

# Next part:
SMILES,CHT block,CHT PAM
Cc1ccc(N/C=C2/Sc3ccccc3NC2=O)cc1,i,i
O=C1CCCN1CCC(=O)N1CCCC(Nc2ccc(F)c(F)c2)C1 (centres undefined),i,i
Cc1cc2ncn(/N=C/c3cccnc3)c2cc1C,i,i
CCOc1cc(N2CCOCC2)c(OCC)cc1NC(=O)COc1cccc2cccnc12,i,i
O=C(O)C(Oc1ccc2c(-c3ccccc3)cc(=O)oc2c1)c1ccccc1 (centres undefined),i,i
COc1ccc(C2c3c(ncn(CCN4CCOCC4)c3=N)Oc3ccc4ccccc4c32)cc1OC (centres undefined),i,i
CC(C)Oc1cccc(C(=O)C2CCCN(Cc3cccn3-c3ccccn3)C2)c1 (centres undefined),i,i
CCSc1nnc(Nc2ccccc2)s1,i,i
COc1cccc(-c2nc(CS(=O)(=O)CC(=O)Nc3cc(OC)ccc3OC)c(C)o2)c1,i,i
Nc1c(NC=O)c(=O)n(Cc2ccccc2)c(=O)n1Cc1ccccc1,i,i
COC(=O)CSc1nc(C)cc(C(F)(F)F)c1C#N,i,i
CSc1cccc(NC(=S)N2CCC(N(C)C3CCCCC3C)CC2)c1 (centres undefined),i,i
COc1ccc2nc(C)cc(SCC(=O)OC(C)C)c2c1,i,i
Cc1ccc(S(=O)(=O)NCC(=O)NCC(=O)N2CCC(C)CC2)cc1,i,i
CC1CCN(c2ccc(C(=O)NCCc3ccccc3)cn2)CC1,i,i
CCOCc1nnc(NC(=O)C2CC(=O)N(C3CCCC3)C2)s1 (centres undefined),i,i
CCCCN(C(=O)Cn1ncc(Cl)c(Cl)c1=O)c1c(N)n(CC(C)C)c(=O)[nH]c1=O,i,i
CCCCOc1ccc(N(CC(=O)NCCOC)C(=O)CCC(=O)Nc2ccccn2)cc1,i,i
Cc1ccccc1C1NC(=S)NC2=C1C(=O)CCC2 (centres undefined),i,i
CCCC(C)C(=O)Nc1cccc(NC(C)=O)c1 (centres undefined),i,i
CCOc1ccc(NC(=O)CN(C)S(=O)(=O)c2cccc3cccnc23)cc1,i,i
CCSC(=N)N,i,i
O=C(O)C1CC(=O)n2c(nc3ccccc32)S1 (centres undefined),i,i
N#CCCN1CCN(S(=O)(=O)c2ccc(S(=O)(=O)N3CCCC3)cc2)CC1,i,i
Cc1sc2nc[nH]c(=S)c2c1-c1ccccc1,i,i

# Remaining list, next part
SMILES,CHT block,CHT PAM
O=C(NNC1=NS(=O)(=O)c2ccccc21)c1ccc(Cl)cc1,i,i
COc1ccc(C(=O)NCCn2ccc3ccccc32)cc1OC,i,i
C(=C\CSc1nnnn1-c1ccccc1)/CSc1nnnn1-c1ccccc1,i,i
CC(=O)Nc1ccc(NCc2cccs2)cc1,i,i
Cc1cccc(C(=O)Nc2cccc(NC(=O)c3ccccc3)c2)c1,i,i
O=C(CCNC(=O)c1ccco1)Nc1ccc(OC(F)F)cc1,i,i
N#CC1(NC(=O)COC(=O)c2nc(Cl)c(Cl)c(N)c2Cl)CCCCC1,i,i
O=C(NCc1ccco1)/C(=C/c1ccc(F)cc1)NC(=O)c1ccccc1,i,i
O=C(c1cccc(C(=O)N2CCN(c3ccccc3)CC2)c1)N1CCN(c2ccccc2)CC1,i,i
O=c1c2c3c(sc2ncn1/N=C/c1ccco1)CCCC3,i,i
O=C(NCc1nc(-c2ccccc2)no1)c1ccc(Br)o1,i,i
CC1CCCCN1C(=O)CSc1nnc(-c2ccco2)n1CC1CCCO1 (centres undefined),i,i
O=C(c1cc(COc2cccc(C(F)(F)F)c2)on1)N1CCc2ccccc2C1,i,i
Cc1cccc(CSc2ccc3nnc(-c4cccs4)n3n2)c1,i,i
COc1ccc(N(CC(=O)NCCSCc2ccco2)S(=O)(=O)c2ccccc2)cc1OC,i,i
COc1cc(OC)cc(C(=O)Nc2cccc(NC(=O)c3ccccc3)c2)c1,i,i
CCOC(=O)c1ccc(CSc2nnc(C)n2N)o1,i,i
COc1cc(CNCCN2CCOCC2)ccc1OCc1ccc(Cl)cc1Cl,i,i
O=C(COC(=O)Cc1ccc(Cl)cc1)Nc1ccc(OC(F)F)cc1,i,i
CC(C)(C)OC(=O)CNC(=O)c1nc[nH]c1C(=O)N1CCNCC1,i,i
Cc1oc2c(c(C)cc3oc(=O)c(CC(=O)NCCC(=O)O)c(C)c32)c1C,i,i
COc1cccc(C2(O)CCN(C(=O)C(C)C)CC2)c1,i,i
CCOC(=O)N/N=C/C(Cl)=C/c1ccccc1,i,i
CN1C(=S)SC(/[N+]([O-])=C\c2ccc(Cl)cc2)C1(C)C (centres undefined),i,i
COCC(=O)NNC(=O)Cc1ccc(Cl)cc1,i,i

# 19 successive records out of the list so far, for reference:
SMILES,CHT block,CHT PAM
N#CC1(NC(=O)COC(=O)c2nc(Cl)c(Cl)c(N)c2Cl)CCCCC1,i,i
O=C(NCc1ccco1)/C(=C/c1ccc(F)cc1)NC(=O)c1ccccc1,i,i
O=C(c1cccc(C(=O)N2CCN(c3ccccc3)CC2)c1)N1CCN(c2ccccc2)CC1,i,i
O=c1c2c3c(sc2ncn1/N=C/c1ccco1)CCCC3,i,i
O=C(NCc1nc(-c2ccccc2)no1)c1ccc(Br)o1,i,i
CC1CCCCN1C(=O)CSc1nnc(-c2ccco2)n1CC1CCCO1 (centres undefined),i,i
O=C(c1cc(COc2cccc(C(F)(F)F)c2)on1)N1CCc2ccccc2C1,i,i
Cc1cccc(CSc2ccc3nnc(-c4cccs4)n3n2)c1,i,i
COc1ccc(N(CC(=O)NCCSCc2ccco2)S(=O)(=O)c2ccccc2)cc1OC,i,i
COc1cc(OC)cc(C(=O)Nc2cccc(NC(=O)c3ccccc3)c2)c1,i,i
CCOC(=O)c1ccc(CSc2nnc(C)n2N)o1,i,i
COc1cc(CNCCN2CCOCC2)ccc1OCc1ccc(Cl)cc1Cl,i,i
O=C(COC(=O)Cc1ccc(Cl)cc1)Nc1ccc(OC(F)F)cc1,i,i
CC(C)(C)OC(=O)CNC(=O)c1nc[nH]c1C(=O)N1CCNCC1,i,i
Cc1oc2c(c(C)cc3oc(=O)c(CC(=O)NCCC(=O)O)c(C)c32)c1C,i,i
COc1cccc(C2(O)CCN(C(=O)C(C)C)CC2)c1,i,i
CCOC(=O)N/N=C/C(Cl)=C/c1ccccc1,i,i
CN1C(=S)SC(/[N+]([O-])=C\c2ccc(Cl)cc2)C1(C)C (centres undefined),i,i
COCC(=O)NNC(=O)Cc1ccc(Cl)cc1,i,i

# Next section.
SMILES,CHT block,CHT PAM
Cc1csc(NC(=O)CSc2ccc([N+](=O)[O-])cn2)n1,i,i
Cc1c(C(=O)C(=O)N2c3ccccc3CC2C)c2ccccc2n1C (centres undefined),i,i
Cc1ccc(S(=O)(=O)N2CCCC2CNC(=O)C(=O)NC2CCCC2)cc1 (centres undefined),i,i
O=S(=O)(Nc1ccc2[nH]ncc2c1)c1ccccc1Cl,i,i
COc1ccccc1N1CCN(C(c2ccc(Cl)cc2)c2nnnn2C(C)(C)C)CC1 (centres undefined),i,i
O=C(Nc1cccc(C(=O)Nc2cccc(C(F)(F)F)c2)c1)c1ccc(=O)[nH]c1,i,i
O=C(COC(=O)/C=C/c1ccc(Cl)cc1)NCCN1C(=O)CSC1=O,i,i
COc1cc(C2OCC3C(c4ccc(OC5OC(CO)C(O)C(O)C5O)c(OC)c4)OCC23)ccc1O (centres undefined),i,i
COc1ccc(CNC(=O)C2CCCN(C(=O)Nc3ccccc3OC)C2)cc1 (centres undefined),i,i
COc1ccc(/C=C/C(=O)OCc2cc(=O)n3c(n2)sc2ccccc23)cc1,i,i
Cc1ccc(C)c(N(CC(=O)NC2CCCC2)C(=O)CCC(=O)Nc2cc(C)on2)c1,i,i
CN(C(=O)COC(=O)CN1C(=O)c2ccccc2C1=O)c1c(N)n(Cc2ccccc2)c(=O)[nH]c1=O,i,i
CCn1cc(CN2CCCC(C(=O)Nc3ccc(-c4nc5ccccc5[nH]4)cc3)C2)c(C)n1 (centres undefined),i,i
CC(C)(C)Cc1nnc(NS(=O)(=O)Cc2ccccc2)s1,i,i
CCc1nn(C(C)C(=O)NCc2cccc(Cl)c2)c(=O)c2cc3occc3n12 (centres undefined),i,i
Cc1cccc(C)c1-n1nnnc1C1(Nc2ccccc2)CCCCC1,i,i
CN(C)S(=O)(=O)c1ccc(NC(=O)CSc2nnnn2C)cc1,i,i
Cn1cccc1Cc1nnc(SCC(N)=O)n1-c1ccc(F)cc1,i,i
CSCCC(NS(=O)(=O)c1ccc(Cl)cc1)C(=O)OCC(=O)N1CCOCC1 (centres undefined),i,i
O=C(CN1C(=O)c2cccc3cccc1c23)Nc1ccc(S(=O)(=O)N2CCOCC2)cc1,i,i
CN(Cc1ccccc1)S(=O)(=O)c1ccc(NC(=O)c2ccccc2C(=O)O)cc1,i,i
COc1ccc(CNC(=O)CCCn2ncn3c(cc4occc43)c2=O)cc1,i,i
CCCCOc1ccc(C(=O)N2CCNC(=O)C2CC(=O)OC(C)C)cc1 (centres undefined),i,i
c1ccc(-c2ccccc2OCCCN2CCCCCC2)cc1,i,i
Nc1nnc(SCC(=O)NC2CCCCC2)n1-c1ccccc1,i,i

# Continuation.
SMILES,CHT block,CHT PAM
CC(C)COC(=O)C(C#N)c1nc2ccccc2nc1N1CCN(Cc2ccccc2)CC1 (centres undefined),i,i
COc1nc(NCCO)nc(Nc2ccc([N+](=O)[O-])cc2)n1,i,i
CC(C(=O)NCC1CCCO1)N1C(=O)C2C3CC(C(Br)C3Br)C2C1=O (centres undefined),i,i
COC(CNC(=O)c1ccc2c(c1)ncn2-c1cc(C)cc(C)c1)OC,i,i
Cc1cc2nc[nH]c2cc1[N+](=O)[O-],i,i
COc1cccc(NC(=S)N2CCc3cc(OC)c(OC)cc3C2COc2ccc3c(C)cc(=O)oc3c2)c1 (centres undefined),i,i
COc1ccc(C=NCC2OCCc3ccccc32)cc1OC (centres undefined),i,i
CCOC(=O)[C@@H]1[C@H]2COc3cc(OC)ccc3[C@H]2N2C(=O)N(c3cccc(Cl)c3)C(=O)[C@]12C,i,i
O=c1[nH]c2cc3c(cc2cc1C(c1nnnn1Cc1ccccc1)N1CCN2CCCC2C1)OCCO3 (centres undefined),i,i
C/C(=N\NC(=O)C1(C)CC1(Br)Br)c1cccc(NC(=O)C(C)(C)C)c1 (centres undefined),i,i
COc1cccc2c(N/N=C/c3ccc(O)c(O)c3)cc(C)nc12,i,i
COc1cc(/C=C/C(=O)c2ccc(Cl)s2)cc(OC)c1O,i,i
O=C(Nn1c(C2CCCCC2)nc2ccccc2c1=O)c1ccc(Cl)c([N+](=O)[O-])c1,i,i
CCC(=O)N1CCc2cc(S(=O)(=O)NC(CC(C)C)C(=O)N3CCc4ccccc43)ccc21 (centres undefined),i,i
CC(=O)NCCn1c(SCc2ccccc2C)nc2ccccc2c1=O,i,i
COc1ccc(OCC(=O)Nc2ccccc2C(=O)Nc2ccc(C(=O)O)cc2)cc1,i,i
O=c1c2ccccc2nnn1Cc1cccc2ccccc12,i,i
CCCNC(=O)c1ccc(COc2ccc(Cl)cc2)o1,i,i
CCOC(=O)NC(Nc1ccc(C)cn1)(C(F)(F)F)C(F)(F)F,i,i
Cc1ccc(Nc2cc(-n3nc(C)cc3C)ncn2)c(C)c1,i,i
CS(=O)(=O)c1ccc(Cl)c(NC(=O)CSC(=S)N2CCCC2)c1,i,i
O=C(NCc1ccc2c(c1)OCO2)C1CCC(=O)N1C1CCCC1 (centres undefined),i,i
O=C(NNC(=O)c1cc2cc(Br)ccc2oc1=O)c1ccc(O)cc1O,i,i
O=C(Cc1ccccc1)NNC(=S)Nc1ccc(Cl)cc1,i,i
O=C(O)c1ccc2c(c1)OCCOCCOCCOCCOCCO2,i,i
Cc1ccnc(Sc2ncccc2[N+](=O)[O-])n1,i,i

# Screening data (PubChem)
